Compound activity from PubChem BioAssay.
CIT2-GFP yeast: modulators of TOR pathway CIT2-GFP in S. cerevisiae; S. cerevisiae CIT2-GFP strain, flow cytometry, 3 h; 100 means same as DMSO wells; GFP response vs DMSO, % at 10 µM; actives 0.065% (n = 320,000); AID 2029;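 active = GFP response relative to DMSO above a set limit, near the screen mean plus 3 SD, cut at about 150% in these data; inconclusive = Fewer than 70 cells measured for a yeast strain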;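 also: ratio of well median GFP fluorescence to mean of DMSO wells on the plate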
AGP1 TOR yeast: yeast TOR pathway AGP1-GFP modulation. actives 0.02% (n = 320,000). AID 2066. GFP response vs DMSO, % at 10 µM. S. cerevisiae AGP1-GFP multiplex flow cytometry, 3 h; GFP as percent of DMSO wells;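 active = GFP response relative to DMSO above a set limit, near screen average plus 3 SD, cut at about 150% in these data; inconclusive = fewer than 70 cells counted for the yeast strain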;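 also: median GFP channel fluorescence of the gated AGP1 strain per well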
VLA-4 inh: inhibition in a human VLA-4 binding assay; VLA-4 expressing cells, ligand binding flow cytometry; inhibition, % (about 7 µM as worked out from the volumes in the protocol); actives 0.2% (n = 330,000); AID 2557; P13612; in the data active = inhibition above about 50%
MCL1-BIM inh: MCL1-BIM-BH3 interaction inhibition (human) | GST-MCL1 / FITC-Bim-BH3 fluorescence polarization | actives 0.68% (n = 320,000) | AID 2057 | inhibition, % at 10.9 µM | Q07820;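 active = inhibition above the mean inhibition of all tested compounds plus 3 SD, set per campaign, cut at about 40% in these data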;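 also: 0% = DMSO wells and 100% = unlabeled Bim-BH3 peptide control; higher means more loss of mP so more displacement of Bim peptide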
Target sequence (Q07820 whole entry, looked up): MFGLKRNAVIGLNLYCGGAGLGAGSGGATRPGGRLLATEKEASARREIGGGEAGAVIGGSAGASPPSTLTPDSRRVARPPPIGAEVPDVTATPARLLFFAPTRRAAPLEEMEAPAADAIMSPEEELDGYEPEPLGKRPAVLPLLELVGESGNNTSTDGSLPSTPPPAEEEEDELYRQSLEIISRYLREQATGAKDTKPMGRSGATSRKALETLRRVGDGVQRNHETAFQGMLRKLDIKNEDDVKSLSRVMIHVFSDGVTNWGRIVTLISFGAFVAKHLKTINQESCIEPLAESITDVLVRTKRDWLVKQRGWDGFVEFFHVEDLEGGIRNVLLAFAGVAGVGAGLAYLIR
GLD-1 RNA inh: GLD-1-TGE RNA interaction inhibition (C. elegans); inhibition, % at 5.96 µM; Q17339; AID 2280; actives 0.44% (n = 320,000); purified GLD-1 + fluorescein TGE RNA, fluorescence polarization;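 active = percent inhibition above a per-plate cutoff, the plate mean of test compounds plus 3 SD, cut at about 30% in these data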;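 also: 0% = DMSO wells with GLD-1 and probe and 100% = wells lacking GLD-1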
MEX-5 binding: C. elegans MEX-5 TCR-2 RNA binding activity. activity score (negative = inhibition of binding), % at 10 µM. MEX-5/FITC-TCR2 RNA binding, fluorescence polarization; active compounds read low. AID 1832. actives 0.38% (n = 300,000). Q9XUB2;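 active = inhibition past about -25% in most replicates, and total fluorescence under double the plate's negative control median, limit read from the data; inconclusive = replicates evenly split on the limit, or fluorescence at least double controls; inactive = too little inhibition in most replicates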;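 also: 0% = DMSO and -100% = 5 µM competing unlabeled TCR2 RNA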
Target sequence (Q9XUB2 whole entry, looked up): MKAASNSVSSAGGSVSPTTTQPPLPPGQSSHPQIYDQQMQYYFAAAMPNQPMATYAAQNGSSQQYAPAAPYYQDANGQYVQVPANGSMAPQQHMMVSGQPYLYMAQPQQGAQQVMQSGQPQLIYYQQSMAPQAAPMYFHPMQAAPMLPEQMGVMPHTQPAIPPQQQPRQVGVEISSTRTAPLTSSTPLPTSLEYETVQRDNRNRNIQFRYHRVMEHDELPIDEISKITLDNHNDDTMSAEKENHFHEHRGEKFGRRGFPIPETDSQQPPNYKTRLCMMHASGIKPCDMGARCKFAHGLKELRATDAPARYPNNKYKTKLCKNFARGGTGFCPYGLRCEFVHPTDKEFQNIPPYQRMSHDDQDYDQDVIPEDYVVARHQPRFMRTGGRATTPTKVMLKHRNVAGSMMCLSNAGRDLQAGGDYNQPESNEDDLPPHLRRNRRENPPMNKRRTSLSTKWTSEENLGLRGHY
Bcl-xL primary: inhibitors of human Bcl-xL; Q07817; GST-Bcl-xL / FITC-Bim BH3 peptide fluorescence polarization; inhibition, % at 10.9 µM; actives 0.7% (n = 320,000);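 active = inhibition above the mean of all tested compounds plus 3 SD, cutoff set per campaign, cut at about 30% in these data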;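 also: 0% = DMSO wells and 100% = unlabeled Bim-BH3 peptide competitor; inhibitors lower millipolarization by displacing the labeled peptide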
Target sequence (Q07817 whole entry, looked up): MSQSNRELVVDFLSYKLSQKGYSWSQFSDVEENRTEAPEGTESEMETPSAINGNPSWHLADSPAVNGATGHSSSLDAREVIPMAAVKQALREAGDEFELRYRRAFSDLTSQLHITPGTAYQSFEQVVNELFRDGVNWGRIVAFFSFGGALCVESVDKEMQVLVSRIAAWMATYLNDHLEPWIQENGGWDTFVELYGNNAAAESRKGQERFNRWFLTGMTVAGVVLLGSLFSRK
GRK2 aptamer HTS: human GRK2 inhibition via aptamer displacement; P25098; bead flow cytometry, FAM-aptamer displacement from GRK2; inhibition of aptamer binding, % at 10 µM; actives 0.59% (n = 330,000); AID 488847;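 active = inhibition of aptamer binding above 40%, roughly 3 SD of noise, on plates passing a quality check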;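 also: median bead fluorescence of bound FAM aptamer so fluorescent compounds give negative values; no value below 0 was filed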
Fam108B inh: blocks mouse Fam108B hydrolase in RBBP9 counter-screen. inhibition, % at 9.51 µM. actives 0.33% (n = 300,000). recombinant Fam108B, FP-Rh probe fluorescence polarization;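 active = inhibition above the screen mean inhibition plus 3 SD, computed separately per campaign, cut at about 18% in these data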;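 also: inhibitors lower polarization as less probe binds the enzyme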
Numbers without * were called inactive; ? = inconclusive; nt = not tested or not shown.

structure	CIT2-GFP yeast	AGP1 TOR yeast	VLA-4 inh	MCL1-BIM inh	GLD-1 RNA inh	MEX-5 binding	Bcl-xL primary	GRK2 aptamer HTS	Fam108B inh
Cc1cc(NS(=O)(=O)c2ccc(NC(=O)c3ccc(Cl)cc3[N+](=O)[O-])cc2)no1	101	100	16	2	3	1.6	4	0	0
C#CCN1C(=O)C2(OCCO2)c2ccccc21	108	101	-3	-2	-5	0.8	4	0	4
O=C(NNc1cccc(Cl)c1)c1cccnc1Cl	100	92	-3	3	0	-0.4	6	1	-3
O=C(COc1ccc([N+](=O)[O-])cc1)N(C1CCCCC1)C1CCS(=O)(=O)C1 (centres undefined)	95	98	-3	-13	-1	1.6	-6	0	-2
Cc1occc1C(=O)Nc1cccnc1	109	110	4	5	2	-0.9	8	6	4
COCCCN(CCNC(=O)c1ccc(NC2=NC3CS(=O)(=O)CC3S2)cc1)Cc1ccco1 (centres undefined)	103	111	-11	9	1	0.0	2	0	-4
O=C(CCCc1c[nH]c2ccccc12)NCc1cccs1	94	92	3	-2	-3	-1.7	-1	1	1
CCOc1cc(/C=C2\SC(=N)N(c3nonc3N)C2=O)ccc1OCCN1CCOCC1	98	104	-3	8	-4	-3.9	17	3	-10
COc1ccc(/C=C(\NC(=O)c2ccccc2)C(=O)N2CCCCC2)cc1OC	100	96	2	5	-2	0.1	5	0	7
CC(C)(C)[C@@H]1COC(=O)[C@H](Cc2ccc(F)cc2)C/C=C\C[C@@H](CC(=O)N(CCO)Cc2ccccc2)C(=O)N1	95	103	5	nt	1	nt	nt	1	nt
O=C(N/N=C/c1ccccc1)c1[nH]ncc1Br	105	103	-6	7	0	-1.4	5	2	5
Cc1ccc(S(=O)(=O)N2CCC(CN3C(=O)c4cccc5cccc(c45)C3=O)CC2)cc1	99	99	18	5	6	-1.1	4	0	-2
CCOC(=O)C1CCN(C2=NC(=O)/C(=C/c3ccc(OC)c(OC)c3)S2)CC1	103	95	10	-2	-12	2.2	2	4	-3
COc1ccc(CC(=O)Nc2ccccc2C(=O)N2CCOCC2)cc1	101	103	4	-4	-4	1.5	10	8	7
CCN1CCN(c2ncc(C(=O)Nc3cc(Cl)ccc3OC)c3ccccc23)CC1	94	103	4	-2	4	-1.0	-2	0	-3
C[C@@H](OC(=O)N1CCCCC1)[C@H]1O[C@]2(C)CCCC[C@H]1O2	90	94	0	1	-1	nt	4	0	nt
COc1ccc(C(=O)N/N=C/c2cccc3cccnc23)cc1	100	93	-1	2	-2	-5.8	-1	0	11
CC(C)=C(NC(=O)c1ccccc1)C(=O)NCCCC(=O)O	103	109	13	5	1	2.3	4	0	-6
COc1ccc(CCn2c(=N)c(S(=O)(=O)c3ccc(C)cc3)cc3c(=O)n4ccccc4nc32)cc1	105	85	17	1	-8	?	0	0	-5
Cc1cccn2c(CN(C)CC3CCCCO3)c(C(=O)N3CCCCC3)nc12 (centres undefined)	97	107	3	1	3	-1.3	7	0	4
CN(C)c1ccc(S(=O)(=O)NCC(=O)NCCC2=CCCCC2)cc1[N+](=O)[O-]	94	97	7	10	3	nt	6	2	nt
C=CCn1c(SCc2nc3ccccc3[nH]2)nnc1-c1ccncc1	96	113	-14	-10	-13	4.5	-7	2	0
CCOC(=O)c1[nH]cnc1N=Nc1c(O)ccc2ccccc12	79	90	-20	93*	60*	-4.0	103*	1	-31
CC(=O)c1ccc(NC(=O)[C@@]2(CC(=O)O)CC(/C=C/c3ccccc3)=NO2)cc1	104	105	-9	nt	nt	-2.2	nt	8	nt
NC(=O)CC(NC(=O)Cc1ccc(Br)cc1)c1ccc(NC2CCC2)c([N+](=O)[O-])c1 (centres undefined)	83	84	-13	7	5	1.7	0	0	3
COc1ccc(COCC(O)CN2CC(C)OC(C)C2)cc1OC (centres undefined)	103	97	12	-2	1	0.7	5	0	2
O=C(Nc1ccc(F)c(Cl)c1)C1CCCN(c2cnccn2)C1 (centres undefined)	98	101	0	-2	8	-0.4	2	0	-3
CC(C)(C)NC(=O)CN(C(=O)CCC(=O)Nc1nccs1)c1cccc(C(F)(F)F)c1	96	90	8	-1	0	0.1	4	0	-1
Cc1ccc(C(=O)N/C(=C/c2ccco2)C(=O)NCC2CCCO2)cc1 (centres undefined)	100	107	9	2	9	-4.1	6	1	-4
COc1ccc(-c2[nH]c(-c3cccc(OC)c3)nc2SCC(=O)NCc2ccco2)cc1	94	99	21	0	4	nt	3	5	8
Cc1ccc(NC(=O)CCNC(=O)c2ccccc2Cl)cc1S(=O)(=O)N1CCCCCC1	92	96	11	1	-4	nt	0	0	nt
CCOC(=O)c1c(C)n(C)c2ccc(OC)c(NC(=O)CN3CCN(C4CCCCC4)CC3)c12	102	105	-2	4	1	3.1	2	0	-1
O=C(CC(C(=O)O)P(=O)(c1ccccc1)c1ccccc1)c1ccc(Br)cc1 (centres undefined)	100	103	3	1	4	-1.3	7	0	4
CCOc1ccc(C(=O)NCC(=O)OCc2nnc(-c3ccccc3)o2)cc1OCC	89	95	13	3	-1	nt	2	1	nt
Cc1ccc(NC(=O)COC(=O)CCC(=O)c2cccs2)cc1S(=O)(=O)N1CCOCC1	108	106	13	-4	2	-0.7	0	4	6
C[C@@H](C(=O)Nc1ccc2ccccc2c1)[C@H]1C[C@]1(C)[C@H](NS(=O)(=O)c1ccccc1)c1ccccc1	94	98	7	4	10	nt	3	0	-22
Cc1[nH]c(=O)[nH]c(=O)c1S(=O)(=O)N1CCCC(C(=O)NCCc2ccccc2)C1 (centres undefined)	101	101	-3	-3	5	-2.2	4	2	0
C(=N\Nc1nc(-c2ccccc2)cs1)/c1ccncc1	93	100	-86	-10	-4	-3.0	-6	0	3
O=C1C2C(C(=O)N1CCc1ccccc1)C1C=CC2C12CC2 (centres undefined)	97	105	7	5	1	1.3	4	3	0
COc1cc([C@@H]2CC=C(C(=O)O)[C@H](c3ccc(Cl)cc3)N2S(=O)(=O)c2ccc(C)cc2)cc(OC)c1OC	121	93	5	2	-5	nt	4	1	-3
C=CCn1c(C)cc(C(=O)CSc2nnc(-c3cccc(S(=O)(=O)N(CC)CC)c3)o2)c1C	104	105	-23	0	2	2.0	-1	2	-1
O=S(=O)([N-]c1nc2ccccc2nc1-n1cc[n+](Cc2ccccc2)c1)c1ccc(Cl)cc1	96	108	-4	8	4	-2.4	8	1	-2
CCCCn1c(SCC(=O)N2c3ccccc3Sc3ccccc32)nc2c1c(=O)n(C)c(=O)n2C	96	97	-7	8	1	3.0	-1	0	-8
COc1ccc2cc(C(c3nnnn3C(C)(C)C)N3CCc4ccccc4C3)c(=O)[nH]c2c1 (centres undefined)	106	107	10	14	7	nt	11	2	-1
Cc1ccc(-c2[nH]c3ccccc3c2SCCN)cc1	91	98	2	1	2	0.6	3	0	4
CCOC(=O)Cc1csc(NC(=O)c2cnc3scc(C)n3c2=O)n1	91	92	-49	-1	-2	nt	5	3	-6
O=C(COC(=O)c1ccc(S(=O)(=O)NCc2ccco2)cc1)Nc1ccc(Cl)cn1	104	101	7	21	6	-1.7	11	17	-13
N#CC1=C(S)N(c2ccccc2)C(c2ccc(-c3cccc(Cl)c3)o2)NC1=O (centres undefined)	100	102	-2	-7	5	-1.2	-6	0	-2
C=CCNC(=O)CN1CCN(Cc2ccc3c(c2)OCO3)CC1	94	99	-6	5	-3	-1.4	0	0	0
CSc1nc2c(c(=O)n1Cc1ccccc1)SC(C)C2 (centres undefined)	60	65	-7	-8	3	-1.1	4	1	-3

Following part:
structure	CIT2-GFP yeast	AGP1 TOR yeast	VLA-4 inh	MCL1-BIM inh	GLD-1 RNA inh	MEX-5 binding	Bcl-xL primary	GRK2 aptamer HTS	Fam108B inh
O=C(C1=C(O)C(=O)N(CCCN2CCOCC2)C1c1ccc(Cl)cc1)c1cc2ccccc2o1 (centres undefined)	94	95	-82	-3	-3	1.8	-1	23	-1
Cc1ccc(OC(C)C(=O)Nc2ccncc2)cc1 (centres undefined)	106	104	10	9	5	-0.2	4	1	1
Cn1nc(C(C)(C)C)c([N+](=O)[O-])c1C(=O)N1CCCCCC1	96	103	3	-1	-11	0.9	2	2	-2
COc1cccc(-c2sc3ccc(OC)cc3c2-c2ccc(O)cc2)c1	93	91	6	5	3	nt	-2	0	nt
O=C(OCn1ncc(Br)c(Br)c1=O)c1c(F)cccc1F	81	93	37	3	-5	0.2	6	2	-1
CCOC(=O)C(NCc1ccccc1OC)(NC(=O)c1ccccc1)C(F)(F)F (centres undefined)	103	107	4	-6	0	1.2	3	4	2
Cc1ccc2c(c1)[C@H]1OCC[C@H]1[C@@H](c1ccncc1)N2	101	101	4	-1	-7	-1.6	4	4	1
Cc1ccc2oc(C(=O)NCC(c3ccco3)N(C)C)c(C)c2c1 (centres undefined)	120	88	-7	1	7	2.5	3	0	-3
Nc1c(C(=O)N/N=C/c2ccc([N+](=O)[O-])cc2)cnn1-c1ccccc1	126	120	-1	-6	-2	0.3	-3	0	-3
CC(=O)c1c(N)nc2n(c1=O)CCCCC2	98	100	8	1	-4	2.2	3	4	-1
Cc1cc(C)c(NC(=O)CN(c2ccccc2)S(=O)(=O)N(C)C)c(C)c1	101	99	nt	3	3	-0.6	2	1	2
CC1(C(=O)CSc2nc3ccccc3s2)CCC(=O)O1 (centres undefined)	91	98	31	13	-1	0.8	11	2	0
O=S(=O)(c1ccc(Cl)cc1)N1CCCC(c2nc(-c3ccc(F)cc3)no2)C1 (centres undefined)	80	79	1	5	6	nt	4	0	3
O=C(Nc1ccccc1O)C(c1ccccc1)c1ccccc1	96	96	11	-5	-4	-1.2	-5	1	-2
O=c1cc(N2CCc3ccccc3C2)[nH]c(=O)n1Cc1ccc(F)cc1	nt	92	0	5	-2	-0.4	4	0	-3
O=C(NCc1ccccn1)c1cc(-c2ccc(Cl)cc2)nc2ccccc12	89	91	3	5	1	1.0	4	0	-5
CC(=O)c1ccc(OCCCC(=O)OCC(=O)N2CCN(c3ccccc3)CC2)cc1	109	102	8	-9	-7	-1.9	-4	0	5
Cc1nc2ccccc2n1CCc1nc2c3ccccc3nc(SCC#N)n2n1	121	102	10	4	0	-1.4	5	0	2
Cc1nc(Cl)cc(N/N=C/c2ccc(O)cc2O)n1	100	99	19	6	2	2.5	12	1	0
Cc1ccccc1N1C(=O)C2C3CCC(O3)C2C1=O (centres undefined)	99	98	-3	0	-2	0.3	-1	3	-2
Cc1ccc(S(=O)(=O)N(C)C)cc1NC(=O)Cn1c(CN2CCOCC2)nc2ccccc2c1=O	96	97	-13	0	5	-0.9	2	0	-2
COc1ccc(/C=C2/C(=N)N3N=C(CC(=O)N4CCCC4)SC3=NC2=O)cc1OC	110	103	1	7	1	-4.0	9	1	3
COc1cc(C2CC(=O)c3c(ccc4ccccc34)N2)ccc1O (centres undefined)	98	98	2	4	2	0.8	5	3	6
